Y pestis TopoI = Yersinia pestis topoisomerase I inhibitors, primary screen, biochemical, cleavage product accumulation, plate reader, single point; 360,000 compounds, 0.064% hits; Y. pestis Topo-I cleavage product accumulation; DNA topoisomerase I (Yersinia pestis CO92); activity, % at 10 µM; in the data active = activity above about 50%, passing the limit was not always enough; inconclusive = no clear call, values can overlap the other calls; note: inactives centre near 2
PfHsp40 rescue = rescue of yeast from PfHsp40 toxicity, primary screen, S. cerevisiae, ATP luminescence; S. cerevisiae expressing PfHsp40, growth rescue; 340,000 compounds, 0.68% hits; growth rescue, % at 12.5 µM; in the data active = growth rescue above about 28%, passing the limit was not always enough; inconclusive = no clear call, values can overlap the other calls;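 note: yeast W303a lacking pdr1 and pdr3 grown in galactose medium; growth measured after three days at 30 °C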
TcdB GH inh = TcdB glycohydrolase inhibitors, primary screen, biochemical, single point, plate reader. inhibition, % at 9.99 µM. AID 652162, 2013. 350,000 compounds, 0.24% hits. Toxin B (Clostridioides difficile), P18177. TcdB glycohydrolase enzymatic assay; in the data active = inhibition above about 10%
BoNT-A LC inh2 = BoNT/A light chain protease inhibitors, primary screen, biochemical, flow cytometry, MLPCN library. Botulinum neurotoxin type A light chain protease (Clostridium botulinum A str. ATCC 3502). multiplex microsphere protease substrate cleavage. inhibition, % at 10 µM. 360,000 compounds, 0.17% hits. AID 588499, 2011; note: plate controls were buffer without enzyme for full effect and enzyme alone for no effect
Anthrax LF inh2 = Bacillus anthracis LF protease inhibitors, primary screen, biochemical, multiplex microsphere, MLPCN library; 360,000 compounds, 0.12% hits; inhibition, % at 10 µM; multiplex microsphere protease cleavage assay; Lethal factor (Bacillus anthracis), P15917; note: plate controls were buffer without enzyme for full effect and enzyme alone for no effect
Target sequence (P15917 whole entry, looked up): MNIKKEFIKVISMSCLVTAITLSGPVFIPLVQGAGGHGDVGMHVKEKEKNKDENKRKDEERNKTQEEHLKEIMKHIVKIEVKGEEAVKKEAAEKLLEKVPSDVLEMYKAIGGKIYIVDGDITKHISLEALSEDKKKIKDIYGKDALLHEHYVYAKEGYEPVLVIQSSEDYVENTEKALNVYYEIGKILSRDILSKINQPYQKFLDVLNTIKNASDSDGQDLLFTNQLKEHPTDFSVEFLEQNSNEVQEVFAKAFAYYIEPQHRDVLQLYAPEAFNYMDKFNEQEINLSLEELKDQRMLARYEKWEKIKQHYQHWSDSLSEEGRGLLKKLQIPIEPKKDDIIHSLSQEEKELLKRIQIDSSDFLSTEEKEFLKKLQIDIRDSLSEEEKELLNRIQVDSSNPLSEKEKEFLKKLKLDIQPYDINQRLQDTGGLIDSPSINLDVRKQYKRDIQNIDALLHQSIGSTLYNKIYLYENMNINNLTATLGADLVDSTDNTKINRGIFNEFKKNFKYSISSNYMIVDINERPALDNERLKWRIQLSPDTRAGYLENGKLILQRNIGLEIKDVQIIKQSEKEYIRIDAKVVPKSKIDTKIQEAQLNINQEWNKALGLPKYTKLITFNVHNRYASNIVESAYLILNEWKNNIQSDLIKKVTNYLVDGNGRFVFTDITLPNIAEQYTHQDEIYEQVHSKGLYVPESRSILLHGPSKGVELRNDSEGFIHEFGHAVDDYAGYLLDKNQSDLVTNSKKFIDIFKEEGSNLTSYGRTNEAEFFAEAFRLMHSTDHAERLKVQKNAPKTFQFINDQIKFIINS
BoNT-F LC inh = BoNT/F light chain protease inhibitors, primary screen, biochemical, flow cytometry, MLPCN library; inhibition, % at 10 µM; AID 588497, 2011; 360,000 compounds, 0.22% hits; Multiplex microsphere protease cleavage assay; Botulinum neurotoxin type F light chain protease (Clostridium botulinum); in the data active = inhibition above about 35%, passing the limit was not always enough; inconclusive = no clear call, values can overlap the other calls; note: plate controls were buffer without enzyme for full effect and enzyme alone for no effect
FadD28 FP inh = inhibitors of FadD28 bisubstrate probe binding, primary screen, biochemical, fluorescence polarization, single point. inhibition, % at 12.5 µM. 360,000 compounds, 0.22% hits. AID 588549, 2011; in the data active = inhibition above about 8.5%, passing the limit was not always enough; inconclusive = no clear call, values can overlap the other calls
PrPC TRFRET = inhibitors of human cell surface prion protein PrPC, primary screen, cell-based, TR-FRET; Major prion protein (Homo sapiens), P04156; TR-FRET read-out; inhibition, % at 13.8 µM; 370,000 compounds, 0.43% hits; AID 720596, 2013; in the data active = inhibition above about 24%; note: 0% = median of the test wells and 100% = reference compound wells
CCHFV vOTU inh = CCHFV vOTU protease inhibitors, primary screen, biochemical, Pep-AMC substrate, fluorescence | Crimean-Congo hemorrhagic fever virus L polyprotein viral ovarian tumor (vOTU) protease … | inhibition, % at 11.5 µM | 370,000 compounds, 0.55% hits; in the data active = inhibition above about 30%; note: 0% = vehicle wells with enzyme and 100% = no enzyme wells
The depositor's hits bear a star; u = inconclusive; x = not tested or not shown; & = joins results of further samples. Cut-off read from the data, not from the text of the source, unless noted: active = inhibition above about 30%; inconclusive = no clear call, values can overlap the other calls; inactive = below that. Hits appear at their usual frequency; overall some 2.3% were active at least once.

Compound,Y pestis TopoI,PfHsp40 rescue,TcdB GH inh,BoNT-A LC inh2,Anthrax LF inh2,BoNT-F LC inh,FadD28 FP inh,PrPC TRFRET,CCHFV vOTU inh
CC(C)=NOc1nc(N(C)C)nc(N2CCOCC2)n1,-0.1,x,0.7,x,x,x,-3.9,8.1,0.4
O=C(Nc1ccccc1)Oc1cccc(Br)c1,-1.9,-0.4,1.7,-0.6,-10.6,4.9,-0.5,0.7,-11.7
COc1ccccc1CC(Cc1nc2ccccc2[nH]1)c1nc2ccccc2[nH]1 (configuration not stated),2.4,1.1,-2.1,-1.2,-0.3,-7.6,-3.3,8.6,-1.9
Clc1ccc(C(OCCN2CCCCC2)c2ccccc2)cc1 (configuration not stated),-1.5,-1.1,0.8,-0.7,-3.0,1.5,-1.5,5.4,5.5
O=C1CC(c2ccccc2)CC(O)=C1C=NCCCO (configuration not stated),2.0,0.6,x,-0.2,-1.2,0.2,-3.8,-2.5,-4.2
Cn1ncc([N+](=O)[O-])c1C(=O)NC1CCCCC1,6.1,-0.3,1.9,-0.5,1.9,-6.3,-1.6,1.8,-9.1
COc1cc(NC(=O)CN(C)S(=O)(=O)c2ccc3c(c2)CC(C)N3C(C)=O)cc(OC)c1 (configuration not stated),10.1,-0.1,0.8,-0.8,-1.8,-6.3,-1.6,-0.8,-6.7
COc1cccc2c1C1(O)C2CCCCCCCCCC12OCCCO2 (configuration not stated),10.1,5.1,4.9,-0.2,0.2,-6.8,0.3,1.8,1.3
Cc1nc(SCC(=O)Nc2ccccc2C(F)(F)F)c2c(=O)n(C)c(=O)n(C)c2n1,-7.2,0.2,x,-1.2,-1.9,-7.7,-1.2,-1.4,9.9
O=C(CCc1ccccc1O)NC1CCCc2ccccc21 (configuration not stated),-6.3,-0.3,-1.2,-1.3,2.4,11.8,1.7,-0.2,5.7
CCS(=O)(=O)N1Cc2ccccc2CC1C(=O)N(C)CC(=O)Nc1ccc(OC)cc1 (configuration not stated),3.5,0.4,1.2,-2.5,-5.6,-19.2,-3.7,5.9,-5.5
CCN1C(=O)CSc2ccc(C(=O)NCc3ccccc3)cc21,-3.8,-0.3,-0.4,-0.3,-0.1,10.0,1.1,1.6,7.1
C[C@@H]1CN([C@@H](C)CO)S(=O)(=O)c2ccc(Br)cc2O[C@@H]1CN(C)Cc1cccnc1,-3.0,x,0.0&-0.6&1.1,0.3,-3.4,-3.2,-4.2,-4.1,-0.9
CC(C)(C)c1ccc(C(=O)NN=C2CCCC2)cc1,7.1,0.1,-5.2,-0.4,-13.1,-17.7,-2.6,-2.5,-9.1
CCOC(=O)c1sc(NC(=O)c2ccco2)c(C#N)c1C,-0.2,-1.2,1.1,-0.5,-2.1,-5.4,0.0,6.9,-1.1
COc1ccc(N2CCN(C(=O)CCCNC(=O)Cn3cnc4sc(C)c(C)c4c3=O)CC2)cc1,6.3,0.2,-0.2,1.5,-0.3,0.9,-1.7,-3.6,10.8
Cc1ccccc1NS(=O)(=O)c1ccc(C(=O)N(C)CC(=O)Nc2ccccc2Br)cc1,25.0,0.2,-0.9,x,x,x,-0.4,-4.9,-3.2
O=C(NCCCN1CCOCC1)c1ccc(CNS(=O)(=O)c2ccc(Br)cc2)cc1,0.2,-1.0,-0.3,-1.7,-2.0,-5.3,-2.6,4.4,-13.8
CSc1ccccc1C(=O)Nc1nc2ccccc2[nH]1,-0.6,-0.5,0.6,-1.1,7.9,-1.7,-3.2,11.1,3.6
CN(C)CCNC(=O)c1cccc(-c2cnc3c(NC=O)cc(-c4ccc(F)cc4)cn23)c1,-22.2,x,2.0,0.6,0.0,-13.4,-6.9,-17.5,3.8
CCCNC(=S)N1CCC(C(=O)c2ccc3c(c2)OCCO3)CC1,1.3,0.5,2.4,0.0,-2.8,4.1,-2.8,3.4,-5.9
CCOC(=O)N1CCN(C(=O)CCN2C(=O)COc3ccc(C)cc32)CC1,0.0,-1.3,x,0.4,-1.7,7.9,-1.7,10.0,4.2
CCN(CC)C(=O)Cn1cc(S(=O)(=O)CC(=O)NCCc2ccc(OC)c(OC)c2)c2ccccc21,1.1,-1.3,1.2,-1.9,-3.0,-9.2,-6.0,6.3,-1.0
NC(=O)C1CCN(C(=O)c2cc(S(=O)(=O)N3CCOCC3)c(Cl)cc2Cl)CC1,-6.2,0.4,x,-1.3,0.8,7.8,-2.9,-2.4,-8.9
COc1cc(OC)c(OC)cc1/C=C/C(=O)c1ccc(NS(=O)(=O)c2ccc(C)cc2)cc1,-2.1,-1.2,x,11.8,0.9,-10.3,2.7,12.2,11.4
CCC(CC)c1nc(C#N)c(NCc2ccccc2)o1,7.0,-0.4,x,-0.8,-1.2,-2.3,-1.9,14.7,8.9
COc1ccc(NC(=S)N2CCN(C/C=C/c3ccccc3)CC2)cc1OC,20.3,-0.9,-0.3,0.2,-4.5,-8.2,0.5,-5.6,11.9
COc1cc(CO)ccc1Oc1nc2ccccc2n2cnnc12,-10.6,0.0,-0.4,3.0,4.8,u,-3.5,5.9,0.8
CC(C)Oc1ccc(Cn2c(-c3ccco3)n[nH]c2=S)cc1,-4.0,2.7,8.8,-0.1,-1.0,-17.7,-0.7,-0.6,8.8
CN1C[C@@H]2[C@@H]3C(=O)N(C)C(=O)[C@@H]3[C@](C)(C1=O)N2C(=O)c1ccc(C(C)(C)C)cc1,-2.8,0.4,0.2,-0.7,-7.4,-2.0,-1.5,2.9,9.5
C/C(=N\NC(=O)c1cc2ccccc2cc1O)c1ccc2c(c1)OCO2,-18.0,0.8,x,0.3,6.9,16.2,-4.0,1.0,10.3
CCOc1ccccc1NC(=S)Nn1cnnc1,-3.8,-0.5,-0.3,-0.6,-2.7,3.9,x,2.1,8.5
CC(NC(=O)COc1ccccc1)C(c1cccs1)N1CCCC1 (configuration not stated),-3.0,-1.4,5.1,0.0,2.5,-3.7,-2.4,-4.9,8.5
O=C(c1ccc(Br)cc1)N1CCC(C(=O)N2CCN(Cc3ccccc3)CC2)CC1,25.8,-0.5,0.7,-0.2,0.3,-4.9,0.1,-5.7,15.3
CCN(CC)S(=O)(=O)c1ccc(Cl)c(C(=O)Nc2cccnc2)c1,2.2,-2.0,2.6,x,x,x,0.4,5.2,-2.4
C=CCOC(=O)C1C(=O)CC(C)(O)C(C(=O)OCC=C)C1c1ccc(OCC)cc1 (configuration not stated),4.7,-0.8,x,-0.2,-1.5,-13.8,-3.7,-2.0,10.7

Carrying on:
| SMILES | Y pestis TopoI | PfHsp40 rescue | TcdB GH inh | BoNT-A LC inh2 | Anthrax LF inh2 | BoNT-F LC inh | FadD28 FP inh | PrPC TRFRET | CCHFV vOTU inh |
| --- | --- | --- | --- | --- | --- | --- | --- | --- | --- |
| O=S(=O)(c1cccc(Br)c1)N1CCN(S(=O)(=O)c2ccc3c(c2)OCCO3)CC1 | 6.4 | -1.2 | 1.4 | 0.1 | 6.8 | -8.7 | 0.2 | 12.3 | -0.9 |
| N#Cc1c(Nc2ccccc2)[n+]([O-])c2ccc(Cl)cc2[n+]1[O-] | -7.1 | 68.7* | 1.0 | 1.0 | -2.2 | -13.9 | -1.0 | -8.1 | 20.1 |
| O=C(O)c1cc([N+](=O)[O-])ccc1NCc1ccccc1Cl | 9.2 | 4.2 | 1.5 | 0.9 | 4.0 | 5.5 | -1.0 | -5.1 | 8.6 |
| CCC(C)[C@H](NC(=O)OC(C)(C)C)C(=O)NCC1CCC(C(=O)N[C@@H](Cc2ccccc2)C(=O)O)CC1 (some centres not stated) | -2.6 | -0.1 | 0.1 | 2.0 | -1.1 | 10.1 | -2.4 | 9.6 | -7.7 |
| N=C1c2ccccc2CN1c1cccc([N+](=O)[O-])c1 | -14.7 | -0.5 | -0.3 | 0.4 | 2.4 | -1.9 | -1.5 | -19.3 | -1.0 |
| O=C(c1cn(-c2ccc(Cl)c(Cl)c2)nn1)C1CC1 | 0.6 | -1.5 | 0.7 | -0.5 | -7.0 | -3.5 | -1.6 | 2.0 | -14.0 |
| Cc1c(C(=O)N2CCc3ccccc3C2)oc2ccc(S(=O)(=O)N3CCCCCC3)cc12 | 34.2 | -1.3 | 0.5 | 0.4 | 0.0 | -1.3 | 0.3 | -8.5 | -13.3 |
| Cc1cc(CNC(=S)Nc2ccc(Br)cc2Cl)nn1C | 5.6 | -1.9 | 1.7 | -0.4 | -6.6 | -3.9 | -0.7 | 6.6 | 3.7 |
| c1ccc(CNCc2ccco2)cc1 | 5.7 | 0.8 | 0.9 | x | x | x | -0.3 | -2.4 | 8.8 |
| CSc1nnc(CCNS(=O)(=O)c2ccc(Br)cc2)n1C | 0.7 | 0.4 | 0.1 | -1.3 | 2.0 | 1.2 | 0.0 | -1.2 | 2.1 |
| COc1ccc(/C=C(\NC(=O)c2ccc([N+](=O)[O-])cc2)C(=O)N2CCOCC2)cc1 | -7.2 | -0.6 | 1.1 | 0.0 | 0.1 | 7.1 | 0.5 | -35.1 | 10.5 |
| COc1ccc(C(=O)NC(=S)NNC(=O)[C@H]2C[C@@H]2c2ccccc2)cc1OC | -1.5 | 65.7* | 2.4 | x | x | x | -1.1 | -0.1 | 13.3 |

Arranged by length of the SMILES (rising): part of the list above.
| SMILES | Y pestis TopoI | PfHsp40 rescue | TcdB GH inh | BoNT-A LC inh2 | Anthrax LF inh2 | BoNT-F LC inh | FadD28 FP inh | PrPC TRFRET | CCHFV vOTU inh |
| --- | --- | --- | --- | --- | --- | --- | --- | --- | --- |
| c1ccc(CNCc2ccco2)cc1 | 5.7 | 0.8 | 0.9 | x | x | x | -0.3 | -2.4 | 8.8 |
| N#Cc1c(Nc2ccccc2)[n+]([O-])c2ccc(Cl)cc2[n+]1[O-] | -7.1 | 68.7* | 1.0 | 1.0 | -2.2 | -13.9 | -1.0 | -8.1 | 20.1 |
| COc1ccc(C(=O)NC(=S)NNC(=O)[C@H]2C[C@@H]2c2ccccc2)cc1OC | -1.5 | 65.7* | 2.4 | x | x | x | -1.1 | -0.1 | 13.3 |
| COc1ccc(/C=C(\NC(=O)c2ccc([N+](=O)[O-])cc2)C(=O)N2CCOCC2)cc1 | -7.2 | -0.6 | 1.1 | 0.0 | 0.1 | 7.1 | 0.5 | -35.1 | 10.5 |

New compounds follow
| SMILES | Y pestis TopoI | PfHsp40 rescue | TcdB GH inh | BoNT-A LC inh2 | Anthrax LF inh2 | BoNT-F LC inh | FadD28 FP inh | PrPC TRFRET | CCHFV vOTU inh |
| --- | --- | --- | --- | --- | --- | --- | --- | --- | --- |
| COc1ccc(CC(=O)OC(C)C(=O)Nc2c(C)n(C)n(-c3ccccc3)c2=O)cc1OC (configuration not stated) | 3.3 | 0.2 | 0.1 | 0.1 | 1.9 | -0.4 | -1.8 | 3.6 | 7.2 |
| O=C(COc1ccc2ccc(=O)oc2c1)OCc1ccccc1 | 14.5 | -0.4 | 0.5 | -0.4 | 0.0 | 0.5 | -2.8 | 7.3 | -6.7 |
| CCCCc1nc2sc3c(=O)n(N)cnc3c2c2c1CCCC2 | 4.8 | -0.8 | 0.2 | -1.4 | -1.8 | -4.6 | -1.4 | -1.1 | 0.6 |
| Cc1ccc(NC(=O)CCCC(=O)O)c(Br)c1 | 8.0 | -1.0 | x | 0.1 | -1.2 | -1.9 | -4.8 | 6.4 | 10.9 |
| CCCCCC(=O)Nc1ccc(Cl)cn1 | 10.1 | 0.5 | 0.1 | 1.1 | 1.5 | 6.4 | -0.4 | 5.8 | -9.2 |
| O=C(CCC(=O)N1CCOCC1)NCCc1ccccc1 | 1.0 | 0.2 | 0.5 | -1.0 | -6.7 | -6.7 | -2.1 | -1.2 | 1.7 |
| COCCSc1nnc(-c2cccc(C#N)c2)n1C | -2.6 | -1.0 | x | 5.7 | -2.4 | 8.3 | -0.8 | 6.6 | -7.0 |
